# SKN-1 block – inhibitors of C. elegans SKN-1 | C. elegans VP596 Pgst-4::GFP/RFP ratio, acrylamide-induced, 24 h | inhibition, % at 21.8 µM | hit rate 0.49% among 360,000 | AID 624304;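 active = interference check ratio from 0.5 to 1.5 plus GFP to RFP signal ratio inhibition reaching or exceeding a fixed threshold, cut at about 30% in these data, passing the limit was not always enough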; also: some compounds called inactive have numbers as strong as hits
# MLLE-PAM2 inh – inhibitors of microRNA-mediated deadenylation, human PABP1 MLLE binding; P11940; GST-MLLE / FITC-PAM2 fluorescence polarization; inhibition, % at 20 µM; hit rate 0.36% among 360,000; AID 588489; in the data active = inhibition above about 35%, passing the limit was not always enough;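 also: plate controls were DMSO wells with GST-MLLE for no effect and wells lacking GST-MLLE protein for full effect; some results filed as inactive read as strong as hits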
# NRP1-CendR mod – alters CendR peptide binding to human NRP-1 | O14786 | FAM-RPARPAR peptide binding to NRP-1, fluorescence polarization | inhibition, % at 25 µM | hit rate 0.85% among 360,000;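 active = inhibition or corrected inhibition above about 18%, plus a signal ratio from 0.5 to 1.5, limit read from the data, passing the limit was not always enough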; also: strong numbers were not always called active
# Neddylation inh – cullin neddylation inhibition. calls only at 25 µM. TR-FRET cullin neddylation, biochemical. hit rate 0.58% among 360,000. P61081+Q13564; in the data active = inhibition above about 36%
# Target sequence (P61081 whole entry, looked up): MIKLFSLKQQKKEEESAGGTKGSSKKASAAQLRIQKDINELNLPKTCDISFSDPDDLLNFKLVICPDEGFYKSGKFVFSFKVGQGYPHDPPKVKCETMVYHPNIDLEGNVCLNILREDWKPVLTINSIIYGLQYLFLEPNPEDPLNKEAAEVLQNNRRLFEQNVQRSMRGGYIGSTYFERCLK
# Target sequence (Q13564 whole entry, looked up): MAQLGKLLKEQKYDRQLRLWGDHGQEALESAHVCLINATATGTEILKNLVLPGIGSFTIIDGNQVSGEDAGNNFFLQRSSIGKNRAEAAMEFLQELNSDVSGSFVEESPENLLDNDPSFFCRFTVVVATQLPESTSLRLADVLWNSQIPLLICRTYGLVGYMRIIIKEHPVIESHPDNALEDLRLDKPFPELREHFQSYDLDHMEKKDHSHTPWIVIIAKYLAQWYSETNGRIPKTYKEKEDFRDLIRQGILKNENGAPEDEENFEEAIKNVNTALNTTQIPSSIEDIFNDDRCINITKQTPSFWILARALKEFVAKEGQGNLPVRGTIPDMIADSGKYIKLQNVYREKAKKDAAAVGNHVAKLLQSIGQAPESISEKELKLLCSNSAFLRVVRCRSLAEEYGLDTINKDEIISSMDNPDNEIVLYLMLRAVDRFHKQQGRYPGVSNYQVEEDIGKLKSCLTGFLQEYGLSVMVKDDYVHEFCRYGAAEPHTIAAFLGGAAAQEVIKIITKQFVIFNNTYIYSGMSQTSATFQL
# FAS TE block – FAS thioesterase (human) inhibition; recombinant FAS-TE, OMFH fluorogenic substrate, fluorescence endpoint; inhibition, % at 15 µM; hit rate 0.67% among 360,000; AID 602261;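 active = compounds whose normalised, plate-corrected inhibition of enzyme fluorescence in the single-dose primary screen is 50% or more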;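 also: 0% = DMSO with enzyme and 100% = substrate without enzyme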
# eLon inh – inhibits E. coli Lon protease; purified E. coli Lon protease, fluorescence polarization; P0A9M0; inhibition, % at 7.94 µM; hit rate 0.42% among 360,000; in the data active = inhibition above about 13%, passing the limit was not always enough;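 also: 0% = enzyme with probe and DMSO and 100% = no enzyme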
# Rin1-Abl PPI inh – blocks binding of human Rin1 to Abl; P00519+Q13671; TR-FRET Rin1/Abl binding, biochemical; inhibition, % at 7.35 µM; hit rate 0.4% among 360,000; AID 588664; in the data active = inhibition above about 5%, passing the limit was not always enough
# MsrA act – bovine methionine sulfoxide reductase A activation | purified bovine MsrA, absorbance read-out | activation, % at 10.6 µM | hit rate 0.3% among 360,000; in the data active = activation above about 7.5%;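 also: 0% = vehicle and 100% = reference activator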
# MT1-MMP act inh – blocks activation of human MT1-MMP; AID 651647; GFP/RFP ratio change, % at 20 µM; HT1080 RFP-PRO-GFP cells, GFP/RFP ratio fluorescence, overnight; percent of plate control window, DMSO zero; P50281; hit rate 0.061% among 360,000;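 active = GFP/RFP ratio change of at least 30% with cell ATP level not reduced by more than half and red fluorescence within 50% of control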; also: strong numbers were not always called active
#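 Assay system: RFP-PRO-GFP reporter HT1080 cells; read-out basis: GFP/RFP fluorescence ratio; benchmarks: DMSO wells and RFP-L50D-GFP cells; doses: 20 µM single dose, 1% DMSO; schedule: overnight cell settling, then overnight compound exposure, 37 °C, 5% CO2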
# Active calls of the source: *; i = inactive; nt = no result given.
SMILES,SKN-1 block,MLLE-PAM2 inh,NRP1-CendR mod,Neddylation inh,FAS TE block,eLon inh,Rin1-Abl PPI inh,MsrA act,MT1-MMP act inh
CCCCCCSc1ccc([C@@H]2[C@H]3C(=O)N(CC)C(=O)[C@H]3[C@]3(C(=O)OC)CCCCN23)cc1OC,3,-23,-76,i,16,-5,2,0,-15
CCOC(=O)CNc1c(-c2ccc(OC)cc2)nc2ccc(Cl)cn12,3,-26,-3,nt,3,3,2,-5,2
O=C(NCCN1CCCC1)C1CCN(S(=O)(=O)N2CCC3(CC2)OCCO3)CC1,12,-5,-2,i,-3,-10,3,-1,-4
Cc1ccc(C(=O)NCCc2ccccc2)cc1,-4,1,-1,i,-6,-4,1,-2,0
OC[C@@H]1CN(Cc2cccnc2)C[C@H](n2cnc3c(N4CCOCC4)ncnc32)O1,12,1,4,i,-2,2,1,-1,-7
COC(=O)C(C)NC(=S)N1CCN(c2c(F)cc3c(=O)c(C(=O)O)cn(C4CC4)c3c2OC)CC1C (configuration not stated),4,-80,-7,nt,-2,1,-2,-3,-8
CCCS(=O)(=O)N1CCCC(C(=O)NCCc2ccc(Cl)cc2)C1 (configuration not stated),10,0,17,i,2,-8,-2,-4,-4
O=C(NCc1ccccc1F)C(=O)NCC1CCCN1S(=O)(=O)c1cccs1 (configuration not stated),6,-4,-6,i,-2,-6,7,-5,-2
COc1ccccc1NC(=O)C(C)N(C)Cc1ccc(Cl)s1 (configuration not stated),3,4,2,i,22,-1,-3,1,-1
COc1cc(C(=O)NCC(=O)N/N=C(C)\C=C\c2ccccc2)cc(OC)c1OC,17,16,4,i,0,-4,-2,-4,8
C[C@@H](NC(=O)c1nc[nH]c1C(=O)NC1CCN(C(=O)OC(C)(C)C)CC1)c1ccccc1,-1,-15,22*,i,-1,-8,-1,-1,2
CCN(CC(=O)Nc1ccccc1C(F)(F)F)C(=O)CCc1c(C)[nH]c(=O)c(C#N)c1C,5,-2,-1,i,-4,-6,0,-10,4
CN1CCN(C(=O)c2ccc(S(=O)(=O)c3ccc(Br)cc3)cc2)CC1,7,-5,-9,i,-7,-8,0,-2,0
CNC(=O)Cn1ncc2c3ccccc3n(C)c2c1=O,-2,7,-2,i,-4,4,0,-2,3
COC(=O)NC1CCC(NC(=O)OC)CC1 (configuration not stated),7,-10,-2,i,-10,-10,5,-7,-4

# Brought forward from above: two compounds; new compounds follow.
SMILES,SKN-1 block,MLLE-PAM2 inh,NRP1-CendR mod,Neddylation inh,FAS TE block,eLon inh,Rin1-Abl PPI inh,MsrA act,MT1-MMP act inh
CNC(=O)Cn1ncc2c3ccccc3n(C)c2c1=O,-2,7,-2,i,-4,4,0,-2,3
COC(=O)NC1CCC(NC(=O)OC)CC1 (configuration not stated),7,-10,-2,i,-10,-10,5,-7,-4
Cc1cc(C(O)c2ncc(-c3cccc4ccccc34)[nH]2)ccc1F (configuration not stated),2,-5,-6,i,8,8,0,1,-3
CCOc1[nH]n(-c2ccccc2)c(=O)c1C=Nc1ccc(OC)cc1,-6,1,-4,i,21,3,-1,-4,-1
Cc1ccc(CNc2ncnc3c2cnn3-c2ccccc2)cc1,-36,10,4,i,-8,8,-2,-16,2
Cc1ccc(N(C)C(=O)c2ccc3c(Cl)c4c(nc3c2)CCC4)cc1C,-13,12,-5,i,25,-4,-1,-11,-7
O=C(CSc1nnc(SCc2ccc(Cl)cc2)s1)N/N=C/c1c[nH]c2ccccc12,2,-50,-2,i,4,2,5,5,0
Cc1ccc(NC(=O)COC(=O)Cn2cnc3c2c(=O)n(C)c(=O)n3C)cc1,22,10,4,i,-6,-2,4,-3,4
Cc1oc2c(c1C(=O)O)C(=O)c1ccccc1C2=O,-23,25,-12,i,-7,-8,-2,8.4*,7
COc1cccc(CN(C)C(=O)CCN(c2ccccc2)S(=O)(=O)c2ccc(C)cc2)c1OC,12,4,4,i,18,0,4,-2,-6
N#CCCn1cc(C(=O)Nc2ccc([N+](=O)[O-])cc2)c(-c2cc3ccccc3o2)n1,-1,8,11,i,6,-4,2,-2,2
COCC(C)n1c(SCC(=O)NC(=O)Cc2ccccc2)nc2ccccc2c1=O (configuration not stated),-3,4,9,i,0,-17,3,-3,-2
CC(=O)NC(C)C(=O)OCC(=O)c1ccc(Cl)s1 (configuration not stated),-2,-4,-7,i,-3,3,-1,-3,-4
CSc1nccc(Oc2ccc(C#N)cc2)n1,2,-118,2,i,-4,-5,-3,-4,-2
COC(=O)c1cc(S(=O)(=O)Nc2cccc(S(N)(=O)=O)c2)oc1C,-9,2,1,i,1,5,1,-10,1
CC(=O)Nc1cccc(-c2ccnc3c2CC(C(=O)Nc2cccc(Oc4ccccc4)c2)O3)c1 (configuration not stated),8,-2,-11,i,13,9,0,1,3
CCOc1ccc2oc(=O)cc(CN3CCN(Cc4ccccc4)CC3)c2c1,-17,-7,1,i,12,-3,2,-1,2
CC1(C)Cc2c(cnn2-c2ccccc2)C(NC(=O)CCc2ccc(=O)[nH]n2)C1 (configuration not stated),-2,12,9,i,-5,-5,-1,-5,3
COc1cccc(C(=O)OC(C)C(=O)NCC2CCCCC2)c1 (configuration not stated),-16,-8,-6,i,1,1,3,-2,2
CCN(CC)S(=O)(=O)c1ccc2oc(SCc3ccc(F)cc3)nc2c1,15,-5,7,i,27,-2,0,3,-11
O=[N+]([O-])c1ccc(C(=S)N2CCN(Cc3ccccc3)CC2)cc1,2,8,10,i,17,-4,0,1,0
CC(C)(C)NC(=O)C1c2ccccc2OCC(=O)N1Cc1ccc2c(c1)OCO2 (configuration not stated),9,nt,10,i,-10,-5,nt,7,2
COc1cc(F)ccc1-c1cc(C(=O)NCc2ccc(F)cc2)[nH]n1,19,5,10,i,4,-1,5,-4,0
Cc1nn2c(N)c(-c3ccccc3)cnc2c1-c1ccc(Cl)cc1,3,-9,3,nt,16,8,1,0,5
COc1ccc2sc(-c3ccc(N(C)C)cc3)c(-c3cnc(OC)nc3)c2c1,1,-2,-2,nt,26,-3,-1,-4,1
CCN1CCN(S(=O)(=O)c2ccc3[nH]c(=O)oc3c2)CC1,10,-14,-5,i,-9,6,1,0,-2
CN(C(=O)COC(=O)c1n[nH]c2ccccc12)C1CCS(=O)(=O)C1 (configuration not stated),0,9,-2,i,-9,-5,-2,-4,-1
Cc1cnccc1NC(=O)c1cccs1,-4,9,2,i,-8,-1,2,-3,0
CC1(C)Cc2[nH]c(=O)c(C#N)cc2CS1,-8,21,4,i,-13,-6,4,2,0
CCCN(CC1CC1)C(=O)COC(=O)c1ccc(CNS(=O)(=O)c2ccc(F)c(Cl)c2)cc1,7,-18,6,i,21,9,-3,1,5
O=C1CC[C@@H]2CC3(C[C@@H]4CCN1[C@H]24)Nc1ccccc1NC3=NC1CCCCC1 (some centres not stated),-14,1,-8,i,-12,2,-1,1,0
Cc1nnc(SCC(=O)Nc2nc3ccccc3s2)n(N)c1=O,7,10,-15,i,-13,-6,2,-2,1
CCCc1cc(=O)oc2cc(OC(C)C(=O)NC3CC(C)(C)NC(C)(C)C3)ccc12 (configuration not stated),-3,-11,15,i,-3,0,-2,-3,0
O=C(O)C1CC=CCC1C(=O)Nc1ccc(Oc2ccc(Cl)cc2)cc1 (configuration not stated),-4,0,2,i,-4,6,-1,-1,4
O=C(CN1CCCC1)Nc1cc(F)ccc1F,4,19,16,i,-7,-2,5,-4,2
COC(=O)[C@H](CC(C)C)NC(=O)NCCC1=CCCCC1,11,2,6,i,5,-7,1,-3,-2
COc1cccc(CNC(=O)CCN2C(=O)[C@@H]3Cc4ccccc4CN3C2=O)c1,-7,3,5,i,-6,8,3,0,-2
CCOc1ccc(C(=O)NC(=S)Nc2cc(C)ccn2)cc1[N+](=O)[O-],-3,-13,-17,i,-6,-3,-5,-3,2
Cc1ccc(C)c(N(CC(=O)Nc2ccc(-c3nc4ccc(C)cc4s3)cc2)S(C)(=O)=O)c1,-4,0,-8,nt,11,-7,-6,-4,-6
CC(OC(=O)Cc1ccc(Br)cc1)C(=O)NC1CCCCC1C (configuration not stated),4,14,16,i,10,-9,1,-2,-2
O=C(NCc1ccco1)c1cccc(C(F)(F)F)c1,3,16,-11,i,2,0,2,-5,3
O=c1c2ccccc2nc(-c2ccc(Cl)cc2)n1C1CCS(=O)(=O)C1 (configuration not stated),28,3,4,i,-8,-10,-3,-9,7
Cc1nc2ccc(NC(=O)COc3ccccc3[N+](=O)[O-])cc2s1,-7,-3,-2,i,4,-1,-2,-3,4
O=C(c1ccc2snnc2c1)N1CCOCC1,7,14,6,i,-10,1,-1,-3,3
CC1CC(C)CN(S(=O)(=O)c2ccc(C(=O)OCC(=O)NCCN3C(=O)CSC3=O)cc2)C1 (configuration not stated),-8,7,0,i,3,-5,3,-2,0
COCCN1C(=O)C(O)=C(C(=O)c2ccco2)C1c1cccc(Oc2ccccc2)c1 (configuration not stated),5,1,-6,i,-2,1,-2,-15,-7
COc1ccc(-c2nn(-c3ccccc3)cc2C(=O)OCC(=O)c2ccc(C)c([N+](=O)[O-])c2)cc1,2,5,-7,i,22,-3,1,-3,-2

# Whole records from above. Order of values: SKN-1 block | MLLE-PAM2 inh | NRP1-CendR mod | Neddylation inh | FAS TE block | eLon inh | Rin1-Abl PPI inh | MsrA act | MT1-MMP act inh
# O=C(NCCN1CCCC1)C1CCN(S(=O)(=O)N2CCC3(CC2)OCCO3)CC1 across the screens: 12 | -5 | -2 | i | -3 | -10 | 3 | -1 | -4
# COc1ccccc1NC(=O)C(C)N(C)Cc1ccc(Cl)s1 (configuration not stated) across the screens: 3 | 4 | 2 | i | 22 | -1 | -3 | 1 | -1
# COc1cccc(CN(C)C(=O)CCN(c2ccccc2)S(=O)(=O)c2ccc(C)cc2)c1OC across the screens: 12 | 4 | 4 | i | 18 | 0 | 4 | -2 | -6
# CCN(CC)S(=O)(=O)c1ccc2oc(SCc3ccc(F)cc3)nc2c1 across the screens: 15 | -5 | 7 | i | 27 | -2 | 0 | 3 | -11

# Later entries
SMILES,SKN-1 block,MLLE-PAM2 inh,NRP1-CendR mod,Neddylation inh,FAS TE block,eLon inh,Rin1-Abl PPI inh,MsrA act,MT1-MMP act inh
Cc1onc(-c2ccccc2Cl)c1C(=O)NC(=S)NCC(=O)c1ccccc1,2,11,9,i,31,-25,1,-4,7
O=C(c1c(Cl)nc2sccn12)N1CCCc2ccccc21,6,-1,-12,i,-5,5,5,-3,3
COc1ccccc1NC(=O)C(C)OC(=O)CCNS(=O)(=O)c1cccc(C(F)(F)F)c1 (configuration not stated),-5,0,7,i,-1,-5,-2,-1,-1
C=C(C)C(=O)Oc1ccc(N2C(=O)[C@@H]3C4C=CC(C4)[C@@H]3C2=O)cc1,-6,-18,5,i,-12,-2,2,-6,0
O=C(Nc1nc2ccc3ccccc3c2s1)c1ccc(N2CCCCC2)c([N+](=O)[O-])c1,-2,-2,8,i,6,3,-3,0,-12
Cc1ccc(NC(=O)CN(C)C(=O)c2cccc(S(=O)(=O)N3CCc4ccccc43)c2)cc1,14,-9,4,i,30,4,-2,-2,2
CCOc1cc(C=O)ccc1OCc1cc(=O)n2cc(C)ccc2n1,-7,-6,-12,i,-2,9,-4,-3,4
CCCCNc1ccc(C(CC(N)=O)NC(=O)c2cc(C)cc(C)c2)cc1[N+](=O)[O-] (configuration not stated),22,0,-7,i,-5,-3,2,-2,4
Cc1ccccc1C(=O)Nc1nnc(-c2ccncc2)o1,-2,1,2,i,0,-6,-3,-8,-6
Cc1ccc(-c2csc(NC(=O)C[n+]3cc(-c4ccc(C)cc4)n4c3CCC4)n2)cc1,-33,-11,14,i,-2,5,-4,-11,1
O=C(COc1ccccc1)Nc1cc(Cl)ccc1Cl,5,1,-2,i,8,-8,-1,-3,1
O=C(COC(=O)Cc1cccc(C(F)(F)F)c1)Nc1cccc2ccccc12,2,-2,3,i,6,-9,0,-2,5

# Screening results: PubChem, several laboratories
